# Yfh1-depleted yeast: enhancers of respiration in Yfh1-depleted yeast, dose response, Friedreich's ataxia, plus single-dose screen (AID 1465); fold induction at 50 µM; hits with a dose series show EC50 in µM; S. cerevisiae Yfh1-off respiration, WST-1 reduction, 72 h; higher fold induction means a stronger effect; 220,000 tested, 0.074% active;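 active = fold induction of absorbance versus untreated yeast above a set limit, then at least 30% activation at any dose in follow-up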;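 also: activators that raise dye reduction in frataxin-depleted yeast; strong numbers were not always called active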
# GPR55 activation: GPR55 agonists via beta-arrestin recruitment, primary screen, imaging, U2OS cells, beta-arrestin-GFP redistribution (AID 1961) | U2OS GPR55 beta-arrestin-GFP redistribution imaging; higher % means a stronger effect | 290,000 tested, 0.048% active | one-dose activation, % at 10 µM; EC50 in µM for titrated hits;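 active = activation above 40% with more than 50 cells counted in the well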;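 also: U2OS osteosarcoma cells stably expressing GPR55 and beta-arrestin-GFP; plate controls were DMSO negative control for no effect and LPI positive control for full effect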
# ER stress rescue: rescue of cells from ER stress-induced death, primary screen, 384-well, CSM14.1, thapsigargin, ATP luminescence (AID 1222); 190,000 tested, under 10 active; CSM14.1 thapsigargin-induced death rescue, ATP luminescence; higher % means a stronger effect; cellular ATP content (survival), % at 20 µM, or EC50 in µM where a hit was titrated;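 active = EC50 below 50 µM in the dose-response confirmation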;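 also: death triggered by thapsigargin at about 15 µM added after 2 h compound pretreatment; cell ATP read after overnight thapsigargin exposure of roughly 18 to 22 hours; normalized against plate controls of thapsigargin alone and 5% DMSO vehicle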
# NTR1 agonist: NTR1-driven beta-arrestin-GFP spot formation – imaging, U2OS cells, high content, primary screen (AID 493036) | 330,000 tested, 0.17% active | agonist mode | activation, % at 20 µM;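 active = activation at or above 40% of the spot to cytoplasm intensity ratio, with at least 20 cells analyzed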;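 also: 0% = DMSO without peptide and 100% = 100 nM NTR1 peptide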
# Target sequence (P30989 whole entry, looked up): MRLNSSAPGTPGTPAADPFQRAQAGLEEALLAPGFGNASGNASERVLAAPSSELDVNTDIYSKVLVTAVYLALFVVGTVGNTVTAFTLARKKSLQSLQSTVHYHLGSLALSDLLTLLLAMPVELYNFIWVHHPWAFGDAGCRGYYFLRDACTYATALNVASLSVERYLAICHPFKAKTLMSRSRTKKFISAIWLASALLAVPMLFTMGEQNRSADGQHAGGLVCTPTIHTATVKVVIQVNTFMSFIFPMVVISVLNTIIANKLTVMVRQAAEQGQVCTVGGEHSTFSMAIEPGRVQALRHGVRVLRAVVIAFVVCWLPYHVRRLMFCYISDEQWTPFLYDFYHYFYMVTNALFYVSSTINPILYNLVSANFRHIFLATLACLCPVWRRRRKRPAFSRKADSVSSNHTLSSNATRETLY
# TNAP activators: stimulation of alkaline phosphatase TNAP activity – biochemical, luminescent, no phosphate acceptor, uHTS, primary screen (AID 1001); purified TNAP, luminescent activation assay, no phosphate acceptor; higher activation fold means a stronger effect; activation fold at 20 µM; hits with a dose series show EC50 in µM; 200,000 tested, 0.03% active; in the data active = activation fold from about 3, or a potency from the dose series; inactive = the rest, 99 in 100 with activation fold below about 1.6; also: many of its hits are not listed in these tables
# KOR beta-arrestin-1: kappa opioid receptor blockers – cell-based, luminescence, uHTS (AID 1778); KOR beta-arrestin recruitment, luminescence, antagonist mode; higher % means a stronger effect; 290,000 tested, 0.091% active; inhibition, % at 10 µM; hits with a dose series show IC50 in µM; also: strong numbers were not always called active
# KOR beta-arrestin-2: KOR agonists, beta-arrestin recruitment, primary screen, cell-based, luminescence, uHTS (AID 1777) | 280,000 tested, 0.02% active | KOR beta-arrestin recruitment, luminescence; higher % means a stronger effect | one-dose activation, % at 10 µM; EC50 in µM for titrated hits; in the data active = activation above about 50%, passing the limit was not always enough; also: a part of the inactive calls stands beside numbers as strong as those of hits
# HEK293 NOD2/NF-kB: inhibition of NOD2-driven NF-kB reporter – cell-based, luminescence, uHTS, HEK293 (AID 1566); HEK293 NOD2/NF-kB luciferase reporter, luminescence; higher % means a stronger effect; inhibition, % at 4 µM; hits with a dose series show EC50 in µM; 290,000 tested, 0.63% active; also: many of its hits are not listed in these tables
# NOD1 inhibition: NOD1 signaling inhibitors, primary screen, cell-based, luminescence, uHTS (AID 1578). NOD1-driven NF-kB luciferase reporter cells, luminescence; higher % means a stronger effect. inhibition, % at 4 µM, or EC50 in µM where a hit was titrated. 290,000 tested, 1% active; in the data active = inhibition mostly above about 36%, no sharp cut-off; inactive = mostly below about 34%;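 also: HEK-293T reporter cells stimulated with the NOD1 agonist gamma-tri-DAP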
# NTR1 agonist cell count 20 µM: second read-out of NTR1 agonist, no call of its own (marks repeat the call); cell count; measured here: cell count, cytotoxicity flag
# Active calls of the source: *; i = inactive; · = no result given; [ ] = remark or other dose. Rule as the data show it, unless noted: active = inhibition above about 50%; inactive = the rest. These rows are one share of the data. The share of hits here may be higher or lower than overall.
# Codes – A = Yfh1-depleted yeast; B = GPR55 activation; C = ER stress rescue; D = NTR1 agonist; E = NTR1 agonist cell count 20 µM; F = TNAP activators; G = KOR beta-arrestin-1; H = KOR beta-arrestin-2; I = HEK293 NOD2/NF-kB; J = NOD1 inhibition
SMILES: Cn1c(=O)c2c(nc(OCc3ccccc3)n2C)n(C)c1=O
  A = i | B = -0.1% | C = -0.6% | D = 2.5 | E = 97 | F = 1.2 | G = 12.9% | H = -1.2% | I = 5.4% | J = -2.2%
SMILES: CCSc1nc(=S)n(Cc2ccccc2)c(C)c1C(C)=O
  A = i | B = 0.3% | C = 2.5% | D = -1.3 | E = 59 | F = 1.1 | G = 10.1% | H = 0.4% | I = 16.3% | J = -30.7%
SMILES: CCN(CC)CCCN1C(=O)CSC1c1ccc2c(c1)OCO2 (configuration not stated)
  A = i | B = -0.1% | C = -2.3% | D = -0.9 | E = 47 | F = 1.1 | G = 28.5% | H = -3.3% | I = 6.4% | J = 21.9%
SMILES: COc1ccc(-c2[nH]ncc2C2N=C(N)Nc3nc4ccccc4n32)cc1 (configuration not stated)
  A = i | B = -0.5% | C = 0.8% | D = -0.3 | E = 53 | F = 1.6 | G = -19.5% | H = -1.5% | I = 1.6% | J = -24.0%
SMILES: CCOc1ccc(NC(=O)CN2CCN(CC(=O)Nc3cc(OC)cc(OC)c3)CC2)cc1
  A = i | B = -0.1% | C = 1.7% | D = 0.9 | E = 66 | F = 1 | G = -30.6% | H = 7.8% | I = -12.9% | J = -8.9%
SMILES: Oc1ccccc1CNc1ccc2c(c1)OCCO2
  A = i | B = 0.1% | C = -0.3% | D = 0.9 | E = 44 | F = 1.1 | G = -9.2% | H = -3.8% | I = -58.9% | J = -47.1%
SMILES: CSc1nc(N2CCOCC2)c2c(c1C#N)CCCCC2
  A = i | B = -0.2% | C = -2.8% | D = 5.5 | E = 58 | F = 1.1 | G = 17.0% | H = -3.3% | I = 5.4% | J = -13.3%
SMILES: Cc1cc(C(=O)N/N=C/c2ccc(N3CCOCC3)cc2)c(C)o1
  A = i | B = -0.2% | C = -0.8% | D = 1.7 | E = 60 | F = 1.1 | G = -5.6% | H = -9.3% | I = 1.3% | J = -15.6%
SMILES: O=C(c1ccc(N2C(=O)C3CC=C(Cl)CC3C2=O)cc1)N1CCOCC1 (configuration not stated)
  A = i | B = 0.0% | C = 1.5% | D = 2.8 | E = 78 | F = 1.1 | G = -7.3%[20 µM] | H = -10.5% | I = 14.6% | J = -10.7%
SMILES: C=CCSc1nc2[nH]ncc2c(=O)[nH]1
  A = i | B = -0.3% | C = · | D = -0.4 | E = 82 | F = 1.1 | G = -25.6% | H = -2.7% | I = -6.2% | J = -38.6%
SMILES: O=C(CNS(=O)(=O)c1ccccc1Br)OCC(=O)N1CCc2ccccc21
  A = i | B = -0.1% | C = 0.8% | D = 1.9 | E = 81 | F = 1.1 | G = -4.3% | H = -2.1% | I = 1.1% | J = -3.4%
SMILES: NC(=O)c1ccc(NC(=O)c2ccc(CN3CCOCC3)cc2)cc1
  A = i | B = -0.1% | C = -0.9% | D = 1.5 | E = 63 | F = 1.1 | G = 0.6% | H = 5.8% | I = -1.6% | J = -20.3%
SMILES: O=C(NCCOc1ccccc1F)c1ccccc1SCc1ccc(F)cc1
  A = i | B = -0.2% | C = -2.1% | D = 1.4 | E = 70 | F = 1.1 | G = -3.7% | H = 6.5% | I = -2.2% | J = -4.1%
SMILES: Clc1ccc(CCNc2nc3ccccc3n3nnnc23)cc1
  A = · | B = 0.3% | C = -0.5% | D = 0.4 | E = 45 | F = 0.8 | G = 1.9% | H = -2.7% | I = 9.4% | J = 11.0%
SMILES: CCc1ccc(NC(=O)c2cnc3scc(C)n3c2=O)cc1
  A = · | B = -0.3% | C = -1.4% | D = 5.1 | E = 48 | F = 1.1 | G = -13.7% | H = -1.1% | I = -50.0% | J = -28.9%

# The list goes on; it opens with the 2 that closed the last part.
# Codes – A = Yfh1-depleted yeast; B = GPR55 activation; C = ER stress rescue; D = NTR1 agonist; E = NTR1 agonist cell count 20 µM; F = TNAP activators; G = KOR beta-arrestin-1; H = KOR beta-arrestin-2; I = HEK293 NOD2/NF-kB; J = NOD1 inhibition
SMILES: Clc1ccc(CCNc2nc3ccccc3n3nnnc23)cc1
  A = · | B = 0.3% | C = -0.5% | D = 0.4 | E = 45 | F = 0.8 | G = 1.9% | H = -2.7% | I = 9.4% | J = 11.0%
SMILES: CCc1ccc(NC(=O)c2cnc3scc(C)n3c2=O)cc1
  A = · | B = -0.3% | C = -1.4% | D = 5.1 | E = 48 | F = 1.1 | G = -13.7% | H = -1.1% | I = -50.0% | J = -28.9%
SMILES: Cc1ccc(CNC(=O)c2cc3c(s2)CS(=O)(=O)C3)cc1
  A = · | B = 0.0% | C = · | D = -0.9 | E = 66 | F = · | G = -33.8% | H = 4.9% | I = 9.5% | J = -20.3%
SMILES: CC(=O)Nc1cccc(NC(=O)CSc2nccn2Cc2ccco2)c1
  A = · | B = -0.1% | C = · | D = 0.1 | E = 58 | F = · | G = -17.9% | H = -0.8% | I = 24.8% | J = 8.9%
SMILES: CCCCOc1ccc(N=Cc2cccs2)cc1
  A = i | B = -0.3% | C = -1.5% | D = 3.2 | E = 68 | F = 1.1 | G = 5.9% | H = -1.1% | I = 3.1% | J = -20.2%
SMILES: COc1ccc(-n2c(SCC(=O)Nc3nc(C)cs3)nnc2-c2ccoc2C)cc1
  A = i | B = 0.4% | C = -2.7% | D = 0.4 | E = 85 | F = 1 | G = -3.7% | H = 2.1% | I = -11.9% | J = -2.8%
SMILES: O=C(Cc1ccc(Cl)cc1Cl)OCC(=O)N1CCCCC1
  A = · | B = -0.1% | C = · | D = 0.0 | E = 54 | F = · | G = -16.7% | H = 2.8% | I = -0.8% | J = -9.9%
SMILES: COc1ccc(-c2c(C)oc3ccc(C)cc23)cc1
  A = i | B = 0.3% | C = 1.7% | D = -0.3 | E = 76 | F = 1.1 | G = 0.8% | H = 7.4% | I = 3.1% | J = -10.5%
SMILES: C=CCn1c(=O)c(C(=O)NC(C)c2ccccc2)c(O)c2ccccc21 (configuration not stated)
  A = · | B = 0.6% | C = · | D = 4.6 | E = 71 | F = · | G = -3.2% | H = -5.5% | I = 0.4% | J = -30.2%
SMILES: CCOC(=O)C1CCN(S(=O)(=O)c2c(C)[nH]c(=O)[nH]c2=O)CC1
  A = i | B = 0.5% | C = · | D = -2.0 | E = 41 | F = 1 | G = 26.8% | H = -0.9% | I = 1.7% | J = -9.9%
SMILES: Brc1c(CSc2nncn2-c2ccccc2)nc2sccn12
  A = i | B = 0.0% | C = -1.5% | D = 0.7 | E = 60 | F = 1.1 | G = -11.1% | H = 5.0% | I = -10.7% | J = -12.2%
SMILES: CCOC(=O)NCc1ccc(CNC(=O)OCC)cc1
  A = i | B = -0.2% | C = -0.8% | D = -1.2 | E = 46 | F = 1.1 | G = 18.1% | H = 2.3% | I = 6.0% | J = 20.1%
SMILES: CCOc1ccc2[nH]c3c(NCCC(C)C)ncnc3c2c1
  A = · | B = 0.0% | C = · | D = 24.5 | E = 83 | F = · | G = -25.3% | H = 7.6% | I = -24.2% | J = -4.7%
SMILES: Cc1ccn2c(-c3n[nH]c(=S)n3Cc3ccccc3)c(C)nc2c1
  A = i | B = -0.5% | C = -0.9% | D = -1.5 | E = 77 | F = 0.9 | G = 13.1% | H = -2.2% | I = 20.1% | J = -14.0%

# Given with bars between the fields: entries from further up
compound | Yfh1-depleted yeast | GPR55 activation | ER stress rescue | NTR1 agonist | NTR1 agonist cell count 20 µM | TNAP activators | KOR beta-arrestin-1 | KOR beta-arrestin-2 | HEK293 NOD2/NF-kB | NOD1 inhibition
CCOC(=O)C1CCN(S(=O)(=O)c2c(C)[nH]c(=O)[nH]c2=O)CC1 | i | 0.5% | · | -2.0 | 41 | 1 | 26.8% | -0.9% | 1.7% | -9.9%
Brc1c(CSc2nncn2-c2ccccc2)nc2sccn12 | i | 0.0% | -1.5% | 0.7 | 60 | 1.1 | -11.1% | 5.0% | -10.7% | -12.2%
CCOC(=O)NCc1ccc(CNC(=O)OCC)cc1 | i | -0.2% | -0.8% | -1.2 | 46 | 1.1 | 18.1% | 2.3% | 6.0% | 20.1%
CCOc1ccc2[nH]c3c(NCCC(C)C)ncnc3c2c1 | · | 0.0% | · | 24.5 | 83 | · | -25.3% | 7.6% | -24.2% | -4.7%
Cc1ccn2c(-c3n[nH]c(=S)n3Cc3ccccc3)c(C)nc2c1 | i | -0.5% | -0.9% | -1.5 | 77 | 0.9 | 13.1% | -2.2% | 20.1% | -14.0%

# Assay outcomes (PubChem BioAssay)
